# HEK293 tox – kills HEK 293 cells; hit rate 6.6% among 94,000; Potency, µM (series often up to 115 µM), inactives show top-dose activity change, negative = cytotoxicity, usual class: inhibitors; HEK 293 viability, ATP luminescence (CellTiter-Glo), 48-72 h; note: potency is the fitted concentration of half-maximal effect; nearly all actives have a fitted effect of over 60% in size
#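 HEK 293 seeded at 250 cells/well receive compound via pintool. After 48 or 72 hr at 37 degree Celsius, 5% CO2 and 95% humidity, CellTiter-Glo is dispensed and luminescence read following 10 min at room temperature.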
# SNCA viab count – counter-screen for SNCA expression inhibitors: cell viability; Potency, µM (top dose mostly 57.1 µM), inactives show top-dose activity change, negative = cytotoxicity, usual class: cytotoxic; hit rate 0.12% among 150,000; HEK-293-SNCA-luc viability, GF-AFC fluorescence, 24 h;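 note: potency is the fitted concentration of half-maximal effect; 0% = DMSO-treated cells and -100% = medium-only wells without cells; nearly all actives have a fitted effect of over 30% in size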
#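 HEK-293-SNCA-luc cells (1500/well) plated 24 h, then exposed 24 h to a dilution series; GF-AFC added 30 min at 37C, fluorescence 405/540 nm; normalised to medium-only and DMSO wells, Hill fit.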
# GPT2 inhibitor – GPT2 alanine aminotransferase inhibition; Recombinant GPT2, coupled pyruvate oxidase/HRP Amplex Red fluorescence; Potency, µM (series often up to 57.7 µM), for inactives: top-dose activity change, negative = inhibition, actives largely listed as inhibitors; hit rate 0.25% among 100,000; note: potency is the fitted concentration of half-maximal effect; nearly all actives have a fitted effect of over 60% in size; many of its hits are not listed in these tables
#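 Recombinant GPT2 (10ng/uL) with 250uM a-KG and 2mM L-alanine, 30 min at room temperature, in HEPES pH 7.5 buffer. Pyruvate detected by pyruvate oxidase/HRP/Amplex Red fluorescence after 30 min in the dark; AOA (50uM) as positive control.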
# FLuc inh – Photinus pyralis luciferase inhibition. P08659. purified P. pyralis luciferase, luminescence, biochemical. Potency, µM (highest dose often 115 µM), for inactives: top-dose activity change, negative = inhibition, hits mostly inhibitors. hit rate 2.5% among 76,000; note: potency is the fitted concentration of half-maximal effect; nearly all actives have a fitted effect of over 65% in size
# Target sequence (P08659 whole entry, looked up): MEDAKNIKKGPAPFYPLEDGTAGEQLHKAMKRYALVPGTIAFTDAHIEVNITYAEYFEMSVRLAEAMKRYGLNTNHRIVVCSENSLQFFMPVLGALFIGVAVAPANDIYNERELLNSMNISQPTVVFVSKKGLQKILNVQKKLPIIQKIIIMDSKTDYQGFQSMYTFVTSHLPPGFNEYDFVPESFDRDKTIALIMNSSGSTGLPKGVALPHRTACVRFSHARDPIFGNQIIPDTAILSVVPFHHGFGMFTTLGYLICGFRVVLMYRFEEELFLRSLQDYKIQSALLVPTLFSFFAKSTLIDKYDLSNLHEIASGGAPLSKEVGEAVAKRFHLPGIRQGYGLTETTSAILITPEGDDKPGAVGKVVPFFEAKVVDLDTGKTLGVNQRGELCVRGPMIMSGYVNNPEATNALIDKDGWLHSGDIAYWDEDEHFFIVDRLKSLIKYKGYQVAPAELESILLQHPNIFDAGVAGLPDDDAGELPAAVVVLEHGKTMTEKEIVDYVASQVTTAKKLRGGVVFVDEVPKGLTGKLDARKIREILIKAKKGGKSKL
#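 Purified 10nM P. pyralis luciferase with 10uM D-luciferin and 10uM ATP in 50mM Tris acetate pH 7.5, 10mM Mg acetate, 0.01% Tween-20, 0.05% BSA. qHTS titration; luminescence read by CCD imager.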
# IP6K1 inhibitor – IP6K1 kinase inhibition | IP6K1 kinase, ADP-Glo luminescence, 2 h; stronger effect = lower value | Q92551 | activity change, % (series mostly up to about 58 µM) | hit rate 0.81% among 140,000; in the data active = activity change below about -25%
# Target sequence (Q92551 whole entry, looked up): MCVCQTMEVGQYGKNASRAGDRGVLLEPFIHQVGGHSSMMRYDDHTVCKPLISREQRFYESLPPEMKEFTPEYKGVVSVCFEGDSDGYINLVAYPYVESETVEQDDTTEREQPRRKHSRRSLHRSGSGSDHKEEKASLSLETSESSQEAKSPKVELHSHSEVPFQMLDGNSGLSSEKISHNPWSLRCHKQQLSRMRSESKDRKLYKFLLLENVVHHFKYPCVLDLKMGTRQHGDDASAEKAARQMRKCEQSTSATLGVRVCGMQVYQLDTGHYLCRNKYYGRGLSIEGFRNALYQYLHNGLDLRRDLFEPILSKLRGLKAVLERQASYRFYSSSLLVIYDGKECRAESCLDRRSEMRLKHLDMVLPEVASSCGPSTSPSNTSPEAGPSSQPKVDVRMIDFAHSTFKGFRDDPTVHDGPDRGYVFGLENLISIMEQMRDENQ
#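 ADP-Glo luminescence measures ADP made by human IP6K1 during a 2 h RT reaction with ATP/IP6 (mix at 1.3 mM/130 uM); top library doses 57.5 and 19.1 uM final.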
# NIH3T3 tox – cytotoxic compounds in NIH 3T3 cells; NIH 3T3 viability, CellTiter-Glo ATP luminescence, 48-72 h; Potency, µM (titrated, usually from 96.7 µM), for inactives: at the highest dose activity change, negative = cytotoxicity, actives largely listed as inhibitors; hit rate 4.3% among 94,000; note: potency is the fitted concentration of half-maximal effect; nearly all actives have a fitted effect of over 55% in size
#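 Cytotoxicity was measured by CellTiter-Glo ATP luminescence after 48 or 72 h compound exposure at 37 °C. Mouse NIH 3T3 fibroblasts were seeded at 400 cells/well and dosed by 23 nL pin transfer.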
# SNCA expr inh – reduces expression of the alpha-synuclein gene; HEK-293 SNCA-luciferase knock-in, luminescence, 24 h; hit rate 0.17% among 140,000; Potency, µM (titrated, usually from 57.2 µM), for the others: top-dose activity change, negative = inhibition, hits mostly inhibitors;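 note: potency is the fitted concentration of half-maximal effect; plate controls were DMSO cells for no effect and cell-free wells for full effect; nearly all actives have a fitted effect of over 45% in size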
# * marks the source's active call; other numbers are inactive results; i = inactive; ? = inconclusive; · = no result given; [ ] = another dose, or the depositor's remark. Unless noted, calls come from the whole dose curve; as a rule, active = well fitted curve in the direction sought with a large enough effect; inconclusive = small, poorly fitted or top-dose-only effect, or another doubt; inactive = no such curve, though single readings can be large; an effect the other way counts as inactive or inconclusive. Unless noted, % is set by controls: 0 for no effect and ±100 for the full control effect.
# Values run as follows: HEK293 tox	SNCA viab count	GPT2 inhibitor	FLuc inh	IP6K1 inhibitor	NIH3T3 tox	SNCA expr inh
COc1ccc(C2(CNC(=O)[C@](C)(Cc3c[nH]c4ccccc34)NC(=O)Nc3ccc([N+](=O)[O-])cc3)CCCCC2)nc1
    ·	?	3%	·	0	·	·
C[S+](=O)([O-])CCn1ncc2cc(OCc3cccc(-c4ccc(F)cc4)c3)ccc21
    ?	-21%[87.6 µM]	-32%[88.5 µM]	10µM*	-3	?	-6%[87.6 µM]
COC[C@@H]1[C@H](C(=O)NCc2cc(OC)ccc2OC)CCC(=O)N1C
    ?	1%	4%	-12%	1	?	8%
CC1=C(C(=O)Nc2ccccc2C)C(c2ccco2)n2ncnc2N1 (centres undefined)
    ·	9%	·	·	-15	·	?
CN(C)C(=O)c1cc(-c2ccc(Cl)cc2)cn1C
    ?	-7%	-5%	?	-33*	-25%	58%[activator]
CC(C)OCCCNC(=O)c1cn(C)c2ccc(S(=O)(=O)N3CCCCCC3)cc2c1=O
    ·	2%	·	·	39	·	22%
O=C1NCCCN1C1CCN(Cc2ccccc2C(F)(F)F)CC1
    -29%[172 µM]	1%[87.6 µM]	i	-1%[172 µM]	10	-15%[138 µM]	-10%[87.6 µM]
O=C(NCc1ccnc2[nH]ccc12)c1ccc(F)cc1
    0%[172 µM]	1%[87.6 µM]	0%[88.5 µM]	?	-3	-15%[138 µM]	23%[87.6 µM]
COc1ccc(-c2noc([C@@H]3CCCN3C(=O)COc3ccc(C)cc3)n2)cc1
    ?	-24%	i	-3%	11	?	15%
CN(C)c1cccc(C(=O)NC2CCN(c3cc(-c4ccccc4)[nH]n3)CC2)c1
    ?	-13%	4%	40µM*	15	?	79%[activator]
O=C(NC1CCCC1)c1ccc2c(c1)N(C(=O)c1ccc(F)cc1)CC2
    ?	-15%	?	-9%	-5	-27%	52%[activator]
NC(=O)C1CCN(C(=O)c2ccc3c(c2)N(Cc2cccc(Cl)c2)C(=O)c2ccccc2S3(=O)=O)CC1
    ·	?	·	·	1	·	1%
COc1ccc(-c2noc(C(=O)NC3CC3)c2[C@H](C)O)cc1
    9%[172 µM]	-1%[87.6 µM]	-9%[88.5 µM]	-12%[172 µM]	-8	2%[138 µM]	49%[activator][87.6 µM]
COc1ccc(C2=NC3(CCCCCC3)N(CC(=O)Nc3cccc(Cl)c3)C2=O)cc1
    ·	-17%	·	·	5	·	?
COc1cccc(CN2Cc3cc(NC(=O)Cc4ccccc4)ccc3OCC2=O)c1
    ?	-9%	i	-5%	-11	?	-2%
COc1cccc(N2C(=O)NC(=NC3CCCC3)C23CCN(CC2CC2)C3)c1 (centres undefined)
    -3%	-9%	i	·	7	?	7%
CCC(CC)C(=O)NC1CC(=O)N(c2ccc3c(c2)OCCO3)C1 (centres undefined)
    ·	-7%	·	·	2	·	5%
CCc1ccc(C(=O)c2cn(CC(=O)Nc3ccc4c(c3)OCO4)c3ccc(Cl)cc3c2=O)cc1
    ·	0%	·	·	-11	·	-12%
CCOC(=O)c1cccc(NC(=O)N2CC[C@@H](CC(=O)NCc3cccc4ccccc34)[C@@H](CC)C2)c1
    -17%	-14%	-1%	-16%	4	-29%	-27%
Cc1nn2c(c1-c1cccnc1N1CCOCC1)N(Cc1ccccc1F)CCC2
    ?	-2%[87.6 µM]	2%[88.5 µM]	11%[172 µM]	19	?	-10%[87.6 µM]
CC(C)c1ccc(NC(=O)C2CCN(C(=O)c3ccc(F)cc3)CC2)cc1
    ·	3%	·	·	-8	·	75%[activator]
COCc1noc([C@@H]2CC(F)(F)CN2C(=O)CN2CCCCCC2)n1
    -23%	-11%	2%	-5%	10	-9%	3%
CCc1cccc(C)c1Nc1c(-c2ccc(N(C)C)cc2)nc2ncccn12
    ·	?	·	·	1	·	22%
O=C(NCc1ccccc1)C1CCc2nnc(C3CCN([S+](=O)([O-])c4ccccc4Cl)CC3)n21 (centres undefined)
    -28%[172 µM]	-3%[12.5 µM]	i	·	5	-23%[138 µM]	16%[87.6 µM]
O=C(NCC(c1ccc2c(c1)OCO2)N1CCN(c2ccccc2F)CC1)c1ccccc1F (centres undefined)
    ·	-4%	·	·	16	·	-29%
COc1ccc(-c2ccc3c(c2)C(=O)N2CCN(C(=O)NC4CCCCC4)C[C@@H]2C(=O)N3)cc1
    ?	1%	5%	-2%	2	-28%	18%
Cc1n[nH]c(C)c1S(=O)(=O)N1CCCC(C(=O)Nc2ccc(Br)cc2)C1 (centres undefined)
    ·	4%	·	·	25	·	-6%
Cc1onc(-c2ccccc2)c1C(=O)N(C)C1CCCN(C2Cc3ccccc3C2)C1 (centres undefined)
    ?	-24%	?	11%	-5	-11%	-11%
O=C(CN1CC2CC(C1)[C@H]1CCCC(=O)N1C2)NCCCN1CCCCCC1 (some centres undefined)
    -2%	15%	i	-7%	15	i	0%
Cc1ccc(C(=O)NC2CCCN(c3cc(-c4ccccc4)[nH]n3)C2)cn1 (centres undefined)
    ?	-1%	-23%	?	16	?	-3%

# In another format: results already given.
COc1ccc(C2(CNC(=O)[C@](C)(Cc3c[nH]c4ccccc34)NC(=O)Nc3ccc([N+](=O)[O-])cc3)CCCCC2)nc1
  HEK293 tox: ·	SNCA viab count: ?	GPT2 inhibitor: 3%	FLuc inh: ·	IP6K1 inhibitor: 0	NIH3T3 tox: ·	SNCA expr inh: ·
CC(C)OCCCNC(=O)c1cn(C)c2ccc(S(=O)(=O)N3CCCCCC3)cc2c1=O
  HEK293 tox: ·	SNCA viab count: 2%	GPT2 inhibitor: ·	FLuc inh: ·	IP6K1 inhibitor: 39	NIH3T3 tox: ·	SNCA expr inh: 22%
Cc1onc(-c2ccccc2)c1C(=O)N(C)C1CCCN(C2Cc3ccccc3C2)C1 (centres undefined)
  HEK293 tox: ?	SNCA viab count: -24%	GPT2 inhibitor: ?	FLuc inh: 11%	IP6K1 inhibitor: -5	NIH3T3 tox: -11%	SNCA expr inh: -11%
CN(C)C(=O)c1cc(-c2ccc(Cl)cc2)cn1C
  HEK293 tox: ?	SNCA viab count: -7%	GPT2 inhibitor: -5%	FLuc inh: ?	IP6K1 inhibitor: -33*	NIH3T3 tox: -25%	SNCA expr inh: 58%[activator]

# The results go on.
# Values run as follows: HEK293 tox	SNCA viab count	GPT2 inhibitor	FLuc inh	IP6K1 inhibitor	NIH3T3 tox	SNCA expr inh
O=C(c1ccccc1Cl)N1CCCC(C(=O)N2CCCC(c3nc4ncccc4[nH]3)C2)C1 (centres undefined)
    1%	-17%	-22%	·	17	-12%	-23%
COc1cc2c(=O)c(C(=O)c3ccc(C)c(C)c3)cn(Cc3ccccc3)c2cc1OC
    ·	?	·	·	-2	·	27%
CCOC(=O)c1cccc(NC(=O)C(C)n2c(C)c3cnn(-c4ccccc4)c(=O)c3c2C)c1 (centres undefined)
    ·	3%	·	·	-12	·	0%
Cc1ccc(-c2noc(CNC(N)=O)n2)nn1
    ?	9%	5%	2%	-1	-4%	-30%
COc1ccc([C@@H](NC(=O)c2ccn[nH]2)C2CC(O)C2)cn1 (some centres undefined)
    -8%	-2%	i	4%	3	-18%	0%
COc1ccccc1CN1CCCn2nc(C)c(-c3ccccc3[S+](C)(=O)[O-])c21
    45µM*	-7%[87.6 µM]	?	-17%[172 µM]	11	35µM*	?
COc1ccc(-c2nc(C3CC3)nc3c2CCN(CC2CC2)CC3)cc1
    -12%	-13%	i	·	1	3%	-25%
COCCC1(NC(=O)c2ccccc2)CCN(C(=O)c2cccc(C)c2)CC1
    1%	1%	4%	·	0	?	17%
C[C@H](NC(CCc1ccccc1)C(=O)O)C(=O)N1CCC[C@H]1C(=O)O (some centres undefined)
    ·	0%[23.9 µM]	?	·	7	·	-40%[25.6 µM]
N#Cc1ccc(CN2CCc3ncc(C(=O)NCCOc4ccccc4)n3CC2)cc1
    71µM*	-24%[87.6 µM]	-1%[88.5 µM]	3%[172 µM]	-15	?	-37%[87.6 µM]
CC1(CCCCc2ccccc2)COc2ccc(C(=O)NCc3ccncc3)cc2N1 (centres undefined)
    89µM*	-6%[87.6 µM]	-25%[88.5 µM]	0%[172 µM]	1	?	-8%[87.6 µM]
O=C(Cn1ccnc1)N1CCC(c2noc(-c3ccncc3)n2)C1 (centres undefined)
    -6%	11%	i	-6%	-4	i	-18%
O=S(=O)(c1cccc(Cl)c1)c1nnn2c1nc(NC1CCCCCC1)c1sccc12
    ·	1%	·	·	5	·	-13%
Cc1cc(OCC(=O)Nc2ccc(C(=O)OC3CCCCC3)cc2)cc(C)c1Cl
    ·	-2%	·	·	22	·	-20%
Cc1ccccc1CN1c2ccccc2-c2nc(SCC(=O)NCCc3ccccc3)ncc2S1(=O)=O
    ·	-6%	·	·	17	·	-12%
CCC(=O)N1CCc2c(C(=O)Nc3ccc(N4CCOCC4)cc3)cccc21
    -10%	-2%	i	-18%	-5	-12%	12%
Cn1c(C(=O)NC(C)(C)C)cc2c1CCN(Cc1ccc(F)cc1)C2
    ?	4%	-6%	?	-10	-8%	90%[activator]
COC[C@@H]1CN(C(=O)CN2CCCC2=O)C[C@H]1c1ccncc1
    2%	4%	5%	6%	2	-4%	?
N#Cc1ccc(CN2CCC3OCCN(Cc4ccccc4F)C(=O)C3C2)cc1 (centres undefined)
    ?	1%[87.6 µM]	-8%[88.5 µM]	6%[172 µM]	-16	-14%[138 µM]	?
CC(C)CN(C/C=C/c1ccccc1)C(=O)C1CC2(CCNCC2)CN1 (centres undefined)
    ?	-5%	i	-8%	12	?	26%
COc1ccc(-c2nc(C(C)C)nc3c2CCN(C(=O)c2cccc(OC)c2)CC3)cc1
    ?	?	i	-6%	5	?	27%
Cc1cn2nc(C(=O)NC3CCC(C)CC3)cc2c(N2CCCC2)n1 (centres undefined)
    -25%	-16%	?	-3%	5	-21%	-14%
Cc1cc(NC(=O)C2CCN(S(=O)(=O)c3c(C)noc3C)CC2)ccc1Br
    ·	1%	·	·	-2	·	-12%
CCC(C)NC(=O)c1ccc2c(c1)N=C(C)c1cc(C)ccc1S2 (centres undefined)
    ·	-4%	·	·	-4	·	-8%
COCCCNC(=O)Cc1cccn1-c1ccc(F)cc1
    1%	0%	i	6%	15	-2%	-16%
Cc1cccc(S(=O)(=O)N2C[C@H](c3nc(-c4cccnc4)no3)[C@@H](C)C2)c1
    ?	10%	i	2%	5	-27%	-7%
CC1=C[C@@H](CNC(=O)c2cnccn2)[C@H](C(C)C)C[C@H]1Cc1nc2ccccc2[nH]1
    ?	-24%[87.6 µM]	i	-6%[172 µM]	1	?	?
O=C(O)C[C@@H]1CCN(C(=O)Nc2ccc(OC(F)(F)F)cc2)C[C@@H]1CCN1CCOCC1
    -15%	-5%	i	3%	11	0%	-4%
O=C(c1cccs1)N1CCC(Oc2ncccc2C(=O)N2CCCCC2)C1 (centres undefined)
    3%	8%	-12%	5%	20	?	3%
O=C(NCc1ccncc1)C1CCN(C(=O)c2ncn3c2COC(c2ccccc2)C3)CC1 (centres undefined)
    -2%	8%	-1%	2.8µM*	0	-14%	28%

# Assay outcomes from PubChem.

# Some of the compounds tested, so the mix of outcomes need not match the whole.
